Screening results from PubChem BioAssay.
MPTP inh: mitochondrial permeability transition pore inhibitors, primary screen, biochemical, isolated mouse mitochondria, absorbance; Ca2+ swelling absorbance, 30 min; inhibition, % at 10 µM; hit rate 1.4% among 360,000;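 active means inhibition of 50% or more, scaled per plate between neutral and stimulator controls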;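 further: 0% = DMSO wells given calcium and 100% = 1 mM EGTA wells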
APJ antag: antagonists of human apelin receptor APJ, primary screen, CHO-K1 cells, beta-arrestin complementation, luminescence. P35414. inhibition, % at 20 µM. hit rate 0.32% among 330,000;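 active means inhibition above about 40% at 20 µM, limit read from the data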;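 further: cells challenged with 10 nM apelin-13 agonist together with compound; plate controls were apelin-13 plus DMSO wells for no effect and DMSO wells lacking apelin-13 for full effect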
Target sequence (P35414 whole entry, looked up): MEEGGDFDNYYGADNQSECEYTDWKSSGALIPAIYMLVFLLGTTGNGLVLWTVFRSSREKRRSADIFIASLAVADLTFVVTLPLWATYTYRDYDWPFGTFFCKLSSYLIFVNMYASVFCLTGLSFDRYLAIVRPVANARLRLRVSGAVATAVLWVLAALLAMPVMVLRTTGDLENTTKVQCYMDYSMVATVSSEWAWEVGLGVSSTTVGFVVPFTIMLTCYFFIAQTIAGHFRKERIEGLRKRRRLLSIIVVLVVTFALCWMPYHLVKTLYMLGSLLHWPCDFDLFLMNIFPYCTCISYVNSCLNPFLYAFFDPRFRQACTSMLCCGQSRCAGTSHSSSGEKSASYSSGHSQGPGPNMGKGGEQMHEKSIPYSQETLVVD
MIN6 prolif: inducers of MIN6 beta-cell proliferation, primary screen, ATP luminescence, uHTS. proliferation, % at 10 µM. hit rate 0.29% among 330,000. MIN6 cells proliferation, ATPlite luminescence, 48 h; cells starved in 0.2% serum; 100% = growth in 10% serum. AID 2380, 2010;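 active means compounds whose signal lies at least 3.5 SD above the mean of all wells on their plate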;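 further: 0% = DMSO-treated cells in low-serum medium and 100% = 10% serum control; some compounds called inactive have numbers as strong as hits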
tim10-1 inh: growth inhibitors of tim10-1 mutant yeast, primary screen, luminescence, uHTS; S. cerevisiae tim10-1 ts strain growth, BacTiter-Glo, 24 h; inhibition, % at 20 µM; hit rate 2.2% among 330,000; AID 463190, 2010;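 active means inhibition of at least 40%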;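 further: mutant grown at 25 °C; 0% = DMSO wells with yeast and 100% = wells holding no yeast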
tim23-1 inh: growth inhibitors of tim23-1 mutant yeast, primary screen, luminescence, uHTS; inhibition, % at 20 µM; S. cerevisiae tim23-1 growth, BacTiter-Glo luminescence, 24 h; hit rate 1.3% among 330,000;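 active means growth inhibition of the mutant yeast at or above 50%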;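 further: temperature-sensitive mutant grown at 25 °C; plate controls were DMSO-treated mutant yeast for no effect and medium wells lacking yeast for full effect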
APJ agonist: agonists of human apelin receptor APJ, primary screen, CHO-K1 cells, PathHunter beta-arrestin, luminescence. P35414. 0% DMSO wells, 100% apelin. activation, % at 20 µM. hit rate 0.11% among 330,000. AID 2520, 2010;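 active means activation more than six SD over the plate average, tested at 20 µM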;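 further: 0% = DMSO alone and 100% = apelin-13 at 10 nM; some results filed as inactive read as strong as hits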
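Material: engineered CHO-K1 APJ arrestin reporter cells; amount: 1000 CHO-K1 reporter cells seeded per well; incubation: compound stimulation 90 min at 25 °C, detection 60 min; signal: luminescent beta-gal fragment complementation, chemiluminescent substrate; read-out basis: APJ agonist activity; controls: DMSO-only wells as negative, 10 nM Apelin-13 as positive control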
TIM10 inh: growth inhibitors of isogenic TIM10 control yeast, primary screen, counter-screen for tim10-1 yeast inhibitor project, luminescence, uHTS; hit rate 1.4% among 330,000; inhibition, % at 10 µM; S. cerevisiae TIM10 strain growth, BacTiter-Glo luminescence, 24 h; AID 463195, 2010;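 active means inhibition of 40% or more at the single tested concentration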;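 further: wild-type TIM10 isogenic control strain grown at permissive 25 °C; 0% = DMSO yeast wells and 100% = minimal medium wells without yeast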
NLRP3 yeast inh: NALP3 inflammasome inhibitors in reconstituted yeast, primary screen, luminescence, uHTS; Yeast reconstituted NLRP3/ASC/caspase-1, beta-gal luminescence, 24 h; inhibition, % at 10 µM; hit rate 0.39% among 330,000;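 active means inhibition of 50% or more; inactive means inhibition below 50%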;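 further: plate controls were induced DMSO wells for no effect and uninduced yeast grown without galactose for full effect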
GRIN3A LBD mod: binders of NR3A ligand-binding domain, primary screen, biophysical, differential scanning fluorimetry, uHTS | AID 1259313, 2017 | hit rate 2.5% among 340,000 | Glutamate receptor ionotropic, NMDA 3A (GRIN3A) ligand-binding domain | Tm shift relative to glycine control, % at 25 µM | NR3A LBD differential scanning fluorimetry, Tm shift; 0% = protein alone, 100% = glycine-bound protein;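 active means melting temperature shift of at least 10% of the positive control shift, at one fixed dose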
* marks the source's active call; other numbers are inactive results; . = no result given.

compound | MPTP inh | APJ antag | MIN6 prolif | tim10-1 inh | tim23-1 inh | APJ agonist | TIM10 inh | NLRP3 yeast inh | GRIN3A LBD mod
Cc1csc(NC(=O)CSc2ccc(-c3ccccc3)nn2)n1 | -0.9 | -3 | -4 | 5 | -4 | 2 | -5 | 10 | 0
CCCCn1c(N)c(N(CCOC)C(=O)C2CCN(S(=O)(=O)c3ccc(C)cc3C)CC2)c(=O)[nH]c1=O | -0.5 | 8 | 0 | 10 | 5 | 0 | 12 | 0 | -1
N#CC1(NC(=O)CN2C(=O)NC3(CCCCCC3)C2=O)CCCCC1 | -1.3 | 12 | -1 | 0 | 1 | -2 | 6 | 3 | 4
Nc1nnnn1CC(=O)N/N=C/c1cc([N+](=O)[O-])ccc1O | -3.5 | 15 | 0 | 5 | -2 | -6 | 24 | 19 | 1
O=C(NCc1ccc(F)cc1)N1CCc2ccccc2C1 | -1.2 | 2 | 0 | 17 | 19 | 0 | -9 | 22 | -2
O=C(Nc1ccc(Cl)c(Cl)c1)N(CCCN1CCOCC1)Cc1cccs1 | 0.2 | -52 | -4 | 29 | 15 | -3 | 5 | 21 | -5
O=C(CN1C(=O)c2ccccc2S1(=O)=O)Nc1cc(S(=O)(=O)N2CCCCC2)ccc1Cl | -1.3 | -44 | 0 | 2 | 5 | -5 | 8 | 14 | 0
COc1ccc(CN(C)CC(=O)NC(=O)NC2CCCCC2)cc1 | -0.6 | -3 | 5 | 9 | 22 | -1 | 2 | 31 | 6
CN(C)S(=O)(=O)n1cnc(-c2ccccc2)c1-c1ccccc1 | -2.9 | -24 | 1 | 25 | -4 | -1 | 5 | 4 | 0
N#CCSc1ncnc2sc3c(c12)CCC3 | 1.3 | -20 | 3 | 4 | -18 | -4 | -22 | 9 | -4
Cc1ccc(N=C2NC(=O)/C(=C\c3ccsc3)S2)c(C)c1 | 13 | -10 | 0 | 52* | 58* | -1 | 47* | 30 | -16
CC1(C)CC2CC(C)(CN2C(=O)COC(=O)c2n[nH]c(=O)c3ccccc23)C1 (stereo not drawn) | -4.6 | 24 | 2 | -15 | -29 | 0 | -30 | -14 | 2
Cc1ccccc1Nc1cccc2nonc12 | 1.6 | 3 | -2 | 30 | 24 | -3 | 15 | -18 | -1
CC1CCN(S(=O)(=O)c2cc(F)ccc2CN2C(=O)c3cccnc3C2=O)CC1 | -0.6 | 0 | -3 | 35 | 32 | 1 | 11 | 0 | 2
CCOC(=O)c1cnc2ccc(OCC)cc2c1NCCCN1CCOCC1 | 1.8 | 5 | -3 | 0 | -5 | -5 | 1 | 15 | -3
CC(=O)N/N=C/c1ccc(OCCOc2ccc(Br)cc2)cc1 | 0.4 | -8 | -1 | -5 | -17 | 1 | -2 | 5 | -16
CN=C1SC(C(=O)Nc2ccccc2Cl)CC(=O)N1c1ccc(OC(F)(F)Cl)cc1 (stereo not drawn) | 1.8 | -22 | -2 | 6 | -1 | -1 | -15 | 16 | 1
CC(C)C[C@H]1CN=C(Nc2ccccc2)N1CC1CCC(C)CC1 (stereo partly drawn) | 1.9 | 11 | -6 | 14 | 13 | 2 | 7 | 25 | 0
Cc1cccn2cc(CNS(=O)(=O)c3cccc(F)c3)nc12 | -1.2 | 2 | -5 | 27 | 14 | 5 | -1 | 5 | 6
Cc1nc2ccccc2nc1SCC(=O)c1ccccc1 | 75* | 15 | -7 | 17 | 16 | -2 | -17 | 7 | 1

One compound at a time, as listed above. Screens in order: MPTP inh	APJ antag	MIN6 prolif	tim10-1 inh	tim23-1 inh	APJ agonist	TIM10 inh	NLRP3 yeast inh	GRIN3A LBD mod
CCCCn1c(N)c(N(CCOC)C(=O)C2CCN(S(=O)(=O)c3ccc(C)cc3C)CC2)c(=O)[nH]c1=O as listed: -0.5	8	0	10	5	0	12	0	-1
CC1CCN(S(=O)(=O)c2cc(F)ccc2CN2C(=O)c3cccnc3C2=O)CC1 as listed: -0.6	0	-3	35	32	1	11	0	2
CC(C)C[C@H]1CN=C(Nc2ccccc2)N1CC1CCC(C)CC1 (stereo partly drawn) as listed: 1.9	11	-6	14	13	2	7	25	0

Next section.
compound | MPTP inh | APJ antag | MIN6 prolif | tim10-1 inh | tim23-1 inh | APJ agonist | TIM10 inh | NLRP3 yeast inh | GRIN3A LBD mod
COc1cc2c(cc1OC)C(COc1ccccc1OC)N(C(=O)C(C)(C)C)CC2 (stereo not drawn) | 0.8 | -18 | 6 | 33 | 25 | -3 | 20 | 9 | -5
O=C(Nc1ccccc1)c1cc(N2CCOCC2)nc2ccccc12 | -6.5 | 10 | -2 | -2 | 0 | -1 | 10 | 23 | 0
Cc1cc(Cl)ccc1OC(C)C(=O)NCCCn1ccnc1 (stereo not drawn) | -0.5 | 6 | -1 | -9 | -9 | -3 | -8 | 3 | 1
COc1ccc(N2CCN(C(=O)c3ccc(NS(=O)(=O)c4ccc(F)cc4)cc3)CC2)cc1 | -1.8 | 18 | -3 | 9 | 9 | -2 | -3 | 2 | 0
CCOC(=O)c1[nH]c2ccccc2c1NC(=O)CC(C)(C)C | -3.6 | 17 | 0 | 17 | 27 | -2 | 4 | 9 | 3
OCCCNC(c1ccccc1)c1ccc(O)cc1 (stereo not drawn) | 1.2 | 15 | -2 | -5 | -3 | -5 | 5 | 10 | 3
COc1ccc(C(=O)OCC(=O)NCc2ccco2)cc1OC | 7.5 | 12 | 1 | 0 | -9 | -4 | 0 | -2 | 2
COc1cccc(NC(=O)CSc2nccn(-c3ccc4c(c3)OCCO4)c2=O)c1 | 5.6 | 16 | -6 | 14 | 11 | -4 | 45* | 16 | 3
COc1cc(/C=N/N(C)c2ccccc2)ccc1O | 0.7 | -13 | 0 | 27 | 24 | 1 | 33 | -10 | -30
Cc1ccc(-c2csc(NC(=S)NC(=O)c3ccco3)n2)cc1 | 1.7 | 21 | -3 | 8 | -3 | -1 | 5 | 8 | 20*
Cc1ccc(OCCn2nnc3ccccc32)cc1C | 0.1 | -21 | 4 | -18 | 15 | -2 | -1 | 24 | 0
CN(C)S(=O)(=O)c1ccc(Cl)c(C(=O)OCC(=O)NC(=O)c2cccn2C)c1 | -0.5 | -5 | 0 | 12 | -11 | 1 | -6 | 11 | -1
O=C(NC(=S)Nc1ccc(CN2CCOCC2)cc1)c1ccc(-c2ccc(Cl)cc2)o1 | . | -1 | -3 | -12 | -19 | -1 | -4 | 12 | 0
CN(Cc1cc(=O)n2ccsc2n1)Cc1nc2ccccc2c(=O)[nH]1 | -1.1 | 4 | -1 | -4 | 17 | -3 | 1 | 8 | 0
COc1ccccc1NC(=O)c1cn(C)c(=O)c2cc(OC)c(OC)cc12 | 0.9 | -1 | -1 | 27 | -6 | 0 | 6 | -20 | 0
CC1Sc2ccc(S(=O)(=O)N3CCC(C(=O)NCc4ccco4)CC3)cc2NC1=O (stereo not drawn) | 0.0 | -42 | -2 | 5 | -2 | -6 | -5 | 22 | 0
C/C(CC(=O)Nc1ccc2ccccc2c1)=N\NC(=O)c1cnccn1 | -0.1 | -36 | -3 | 30 | 33 | 0 | 1 | 14 | -3
Cc1ccc(Cl)cc1Nc1nc(-c2sc(NC(=O)c3ccco3)nc2C)cs1 | 0.7 | -1 | -8 | 24 | 12 | 0 | 10 | 16 | -6
Cc1cc(C)nc(N/N=C/c2ccccc2OCc2ccc([N+](=O)[O-])cc2)n1 | 0.2 | -3 | 1 | 18 | 18 | -1 | 9 | 27 | -11
Cn1cccc1C(=O)C(=O)Nc1ccccc1C(F)(F)F | 0.1 | -8 | -2 | 1 | 6 | -2 | 4 | 9 | -3
COc1cccc(-c2c(NC(C)=O)n(C)c3ccccc3c2=O)c1 | 0.4 | 7 | 1 | 15 | 6 | -1 | 1 | -5 | 1
CCCCNC(=S)N1CCN(c2ccc(C(C)=O)cc2)CC1 | 3.5 | 9 | -2 | 4 | 5 | -6 | -10 | -2 | 0
CCC(=O)NC(=S)Nc1ccc(N2CCN(C(=O)c3ccc(Cl)cc3)CC2)cc1 | 3.5 | 1 | -4 | 16 | 26 | -2 | 15 | 20 | 0
COc1cc2c(cc1NC(=S)Nc1cccc(C)c1)oc1ccccc12 | 1.2 | 3 | -6 | 20 | 14 | -6 | 0 | 21 | 26*
CCOc1ccc(CCNC(=O)COC(=O)CCC(=O)c2cccs2)cc1OCC | 0.1 | -12 | -2 | 9 | 7 | 0 | -11 | 8 | -1
CCC(=O)N1CCc2cc(S(=O)(=O)N3CCN(c4cc(C)ccc4C)CC3)ccc21 | 1.8 | 5 | 0 | -10 | 13 | -4 | -4 | 9 | -6
COc1ccc(/C(=C\Nc2ccc(C)c(C)c2)C(C)=O)cc1OC | -0.7 | -8 | 2 | -1 | 26 | 2 | 6 | 8 | -2
CCCCOc1ccc(NC(=S)Nc2cc(C)nc(SCCCC)n2)cc1 | 3.7 | 18 | -2 | 9 | -32 | -5 | -6 | 5 | -1
Cc1cc(N2CCOCC2)nc2ccc(Cl)cc12 | -0.3 | 9 | -2 | 20 | 25 | -3 | 6 | 33 | 1
COc1ccccc1NC(=O)c1ccc(Br)o1 | -0.6 | 20 | 0 | 8 | 12 | 1 | -10 | 6 | -3
Cc1ccc(C(=O)OCC(=O)NCc2ccc(Cl)cc2Cl)o1 | -1.1 | 9 | -1 | 14 | 16 | -3 | 3 | 24 | 1
Cc1cccc(NC(=S)N(Cc2ccco2)C(C)c2cccs2)c1 (stereo not drawn) | 4.7 | 10 | -2 | 21 | 23 | -1 | 24 | 1 | -28
NC(=O)CC(NC(=O)Cc1ccc(Br)cc1)c1ccc(NCCN2CCCC2)c([N+](=O)[O-])c1 (stereo not drawn) | -0.2 | 10 | -3 | 11 | 10 | 6 | 11 | -7 | -4
Cc1c(C)c2ccc(OCC(=O)N3CCC(C(=O)O)CC3)c(C)c2oc1=O | -2.7 | 0 | -1 | -5 | -2 | -3 | -7 | 1 | -1
Cc1ccccc1NC(=O)C1CCCN(c2nnc(N3CCCC3=O)s2)C1 (stereo not drawn) | -0.2 | 13 | 0 | 8 | 8 | 5 | -8 | 10 | -3
O=C(Nc1ccc2nc(-c3ccccn3)[nH]c2c1)C1CCCCC1 | 0.4 | -1 | -3 | -16 | 13 | 0 | 7 | 4 | -3
COc1ccc(C(=O)NNC(=O)c2cc3cc([N+](=O)[O-])ccc3oc2=O)cc1OC | 1.2 | 1 | 0 | -2 | -17 | -1 | -21 | 5 | -5
Cc1ccc(Oc2ccc(NC(=O)Cn3ccsc3=N)cc2)cc1 | 89* | -7 | -6 | 16 | 14 | -2 | 20 | 11 | 1
C=CCN1C(=NC(=O)CC)SC2CS(=O)(=O)CC21 (stereo not drawn) | -2.0 | -9 | -2 | 3 | -7 | 0 | -12 | 3 | -5
Nc1nonc1-c1nc2ccccc2n1Cc1ccc(F)cc1 | 7.2 | 20 | -5 | 22 | 15 | -2 | 16 | -11 | -13
